MC4R antagonist: antagonists of human melanocortin 4 receptor (MC4R). P32245. inhibition, % at 6.5 µM. 0.48% of 360,000 active. MC4R-expressing cells, MTII-stimulated cAMP, LANCE TR-FRET. AID 540295;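 active = inhibition above its plate's cutoff, the mean of tested wells on that plate plus 3 SD, cut at about 29% in these data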;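 also: 0% = Melanotan II alone and 100% = Melanotan II plus saturating MCL0020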
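System: U2OS-MC4R stable cell line; Technique: Eu-cAMP/anti-cAMP TR-FRET, emission 671 nm; Repeats: single well per compound; Also added: Melanotan II; Dosing: one concentration, 6.5 µM nominal; Schedule: 30-min compound, 1-h challenge, 1-h detection, room temperature.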
MC4R ag barr: activates human MC4R beta-arrestin recruitment; U2OS MC4R beta-arrestin complementation, luminescence; percent of melanotan II response, DMSO zero; activation, % at 8.9 µM; 0.98% of 360,000 active;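 active = activation above a per-plate cutoff, the mean activation of sample wells on that plate plus 3 SD, cut at about 8% in these data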
ABHD5-PLIN5 inh: ABHD5-PLIN5 protein interaction inhibition | Q00G26+Q8WTS1 | Split G. princeps luciferase complementation, luminescence, 4 h | inhibition, % at 4 µM | 0.78% of 360,000 active | AID 602281;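 active = inhibition above the mean inhibition across every tested compound plus 3 SD, cut at about 22% in these data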;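 also: 0% = DMSO only wells and the 100% control is not disclosed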
Exocytosis inh: lytic granule exocytosis inhibition. 0.66% of 360,000 active. TALL-104 LAMP-1 surface exposure, flow cytometry; cells stimulated with thapsigargin and PMA. AID 651702. inhibition, % at 10 µM;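 active = inhibition above about 55%, limit read from the data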
m5-HT2A agonist: agonists of mouse serotonin 5-HT2A receptor (HTR2A) | P35363 | CHO-K1 mHTR2A beta-arrestin complementation, luminescence; percent of 30 µM serotonin response | activation, % at 7.6 µM | 0.66% of 360,000 active | AID 624169;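 active = activation above a run cutoff, the mean activation of all tested compounds plus 3 SD, cut at about 14% in these data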;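 also: 0% = plate median of compound wells and 100% = 30 µM serotonin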
Target sequence (P35363 whole entry, looked up): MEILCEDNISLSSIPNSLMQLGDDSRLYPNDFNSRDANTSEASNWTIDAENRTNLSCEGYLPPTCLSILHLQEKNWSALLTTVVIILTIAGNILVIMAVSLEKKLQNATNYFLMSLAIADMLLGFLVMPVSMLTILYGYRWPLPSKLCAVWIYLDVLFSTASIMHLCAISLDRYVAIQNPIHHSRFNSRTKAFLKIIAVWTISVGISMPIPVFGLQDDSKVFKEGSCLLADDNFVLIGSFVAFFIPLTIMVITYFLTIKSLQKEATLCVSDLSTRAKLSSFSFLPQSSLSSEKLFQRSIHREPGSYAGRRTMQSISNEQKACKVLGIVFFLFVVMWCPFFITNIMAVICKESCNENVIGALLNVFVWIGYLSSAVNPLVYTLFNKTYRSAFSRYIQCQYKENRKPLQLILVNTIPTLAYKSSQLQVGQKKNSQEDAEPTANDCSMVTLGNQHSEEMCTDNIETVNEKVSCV
H9c2 protect: myocardial damage modulation in H9c2 cells | H9c2 cardiomyocytes, H2O2 injury protection, ATPLite, 2 h | 0.63% of 360,000 active | AID 588492 | protection from H2O2 cell death, % at 20 µM;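 active = compounds giving at least 50% protection of heart cells from peroxide-induced death in the single-dose screen, raw or plate-pattern-corrected value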;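 also: 0% = DMSO wells with peroxide and 100% = DMSO wells without peroxide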
N-glyco inh: N-linked glycosylation inhibition; reporter increase, % at 12.5 µM; D54 ERlucT glycosylation luciferase reporter, 24 h; percent of 100 nM tunicamycin response; AID 588692; 0.23% of 360,000 active;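 active = mean luciferase reporter signal, scaled so untreated is 0 and the glycosylation-blocking control 100, at or above a set limit in every replicate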;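 also: luciferase carries N-glycosylation sites so blocking glycosylation raises the light; 0% = median of neutral control wells and 100% = median of 100 nM tunicamycin wells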
CaV13 ICDI inh: Primary screen for inhibitors of IQ motif and Ca2+-dependent inactivation inhibitor domain binding in CACNA1D, Förster resonance energy transfer in living cells, … | 0.098% of 340,000 active | inhibition, % at 12.3 µM | HEK cells, CFP/YFP FRET ICDI-IQ, plate reader, 10 min; percent FRET-ratio fall versus neutral wells | AID 743397;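 active = mean replicate inhibition of at least 30% and at least 1% of replicates passing that level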;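 also: 0% = median of the neutral control wells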
PDI inh: PDI (human) enzyme inhibition | PDI insulin aggregation turbidity, A650, 90 min | AID 588391 | inhibition, % at 10 µM | 0.052% of 350,000 active | P07237;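 active = mean inhibition across replicates of 30% or more, whatever share of single replicates reach that level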;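 also: absorbance from insulin aggregation driven by PDI reduction with DTT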
Target sequence (P07237 whole entry, looked up): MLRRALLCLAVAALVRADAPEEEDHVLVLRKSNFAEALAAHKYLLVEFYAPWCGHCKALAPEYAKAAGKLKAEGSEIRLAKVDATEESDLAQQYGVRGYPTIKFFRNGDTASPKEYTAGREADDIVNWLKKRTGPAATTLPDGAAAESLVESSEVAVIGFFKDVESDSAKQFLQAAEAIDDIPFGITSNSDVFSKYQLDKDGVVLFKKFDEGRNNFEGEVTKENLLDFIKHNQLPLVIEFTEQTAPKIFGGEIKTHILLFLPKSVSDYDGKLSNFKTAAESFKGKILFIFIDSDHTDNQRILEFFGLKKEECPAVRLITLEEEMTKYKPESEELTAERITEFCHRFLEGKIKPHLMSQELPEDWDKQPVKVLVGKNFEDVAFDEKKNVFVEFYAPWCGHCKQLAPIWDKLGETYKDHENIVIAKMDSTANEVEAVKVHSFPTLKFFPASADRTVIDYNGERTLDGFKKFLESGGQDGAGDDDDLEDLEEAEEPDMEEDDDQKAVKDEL
ABCB6 inh MLPCN: blocks the human ABCB6 transporter | 0.19% of 360,000 active | fluorescence ratio to DMSO, % at 10 µM | K562-ABCB6 porphyrin accumulation, flow cytometry, 1 h; stronger effect = lower value | Q9NP58 | AID 602162;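 active = fluorescence ratio to DMSO below 75%, the collection mean minus 3 SD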;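 also: signal is porphyrin accumulated inside mitochondria; 100% equals median channel fluorescence of DMSO control wells; lower ratio means ABCB6 inhibition with less porphyrin fluorescence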
The depositor's hits bear a star; . = not tested or not shown.

No.	SMILES	PDI inh	ABHD5-PLIN5 inh	CaV13 ICDI inh	MC4R antagonist	N-glyco inh	m5-HT2A agonist	MC4R ag barr	Exocytosis inh	H9c2 protect	ABCB6 inh MLPCN
1	NNC(=O)Cn1c(COc2ccc(Cl)cc2)nc2ccccc21	7	3	-5	13	-2	-1	1.1	-4	-4	99
2	COc1ccc(S(=O)(=O)NC(=O)C2(C)CCN2C(=O)CCC2CCCC2)cc1OC (stereo unspecified)	-19	6	-6	3	1	-1	-0.9	-3	-1	103
3	O=C(Cc1cc(=O)[nH][nH]1)N/N=C/C=C/c1ccccc1	-11	8	-5	-5	2	-4	-0.9	2	-1	90
4	COc1ccc2c(c1)C(=O)C(=O)N2	-8	-1	-2	1	3	-3	0.1	1	6	104
5	O=c1cc(/C=C/c2ccccc2)oc2ccccc12	-8	1	-8	0	-6	-1	-1.2	-2	11	99
6	CCc1cccc(NC(=O)CN(C)S(=O)(=O)c2cccc3cccnc23)c1	3	2	-2	7	-2	3	-1.6	-1	-2	89
7	NC(=O)c1ccc(NC(=O)COc2ccc(-n3cnnn3)cc2)cc1	-4	11	-6	14	3	2	-1.3	0	-3	97
8	O=C(CCN1CCN(Cc2ccccc2)CC1)Nc1ccccc1Cl	4	4	-3	-1	-2	4	-1.1	-5	4	97
9	CSc1cccc(NC(=O)C2CCCN(S(C)(=O)=O)C2)c1 (stereo unspecified)	1	-4	-13	3	1	-6	-2.2	-3	-3	97
10	CC1CCN(S(=O)(=O)c2ccc3c(c2)c(=O)c(C(=O)NCc2ccco2)cn3C)CC1	2	-2	-3	25	0	-2	2.4	-2	-8	102
11	Cc1cccc(NC(=O)c2sc3nc4c(c(-c5cccs5)c3c2N)CN(C)CC4)c1	-3	-16	-10	1	6	-8	-2.9	-2	24	167
12	CCOC(=O)C1=C(C(F)(F)F)Nc2ncnn2C1c1ccc(OC)c(OC)c1OC (stereo unspecified)	-8	4	-4	14	2	-1	0.0	-2	3	102
13	CC1CCN(c2ccc3nnc(CCC(=O)Nc4cc(F)ccc4F)n3n2)CC1	-1	1	-5	-2	0	6	-0.8	0	1	97
14	Cc1cc(C)c2c3c(sc2n1)C(=O)N(c1ccccc1C)CC(=O)N3	3	-4	-4	-2	-3	0	-0.5	11	7	100
15	O=C(Nc1ccc(F)cc1)C1CC(=O)n2cnnc2N1 (stereo unspecified)	-1	-4	-2	4	2	-7	-0.9	2	7	93

Some of the entries so far, with one line to a screen.
12) CCOC(=O)C1=C(C(F)(F)F)Nc2ncnn2C1c1ccc(OC)c(OC)c1OC (stereo unspecified)
13) CC1CCN(c2ccc3nnc(CCC(=O)Nc4cc(F)ccc4F)n3n2)CC1

assay / compound | 12 | 13
PDI inh | -8 | -1
ABHD5-PLIN5 inh | 4 | 1
CaV13 ICDI inh | -4 | -5
MC4R antagonist | 14 | -2
N-glyco inh | 2 | 0
m5-HT2A agonist | -1 | 6
MC4R ag barr | 0.0 | -0.8
Exocytosis inh | -2 | 0
H9c2 protect | 3 | 1
ABCB6 inh MLPCN | 102 | 97

Remaining list, next part.
No.	SMILES	PDI inh	ABHD5-PLIN5 inh	CaV13 ICDI inh	MC4R antagonist	N-glyco inh	m5-HT2A agonist	MC4R ag barr	Exocytosis inh	H9c2 protect	ABCB6 inh MLPCN
16	CCCn1c(=N)n(CC(O)COc2cccc(C)c2)c2ccccc21 (stereo unspecified)	-10	4	-7	-3	0	-7	-0.7	-3	-8	96
17	COc1cc(NC(=O)C2CCN(S(=O)(=O)c3cnc[nH]3)CC2)cc(OC)c1OC	7	1	-6	5	3	-1	0.4	2	4	91
18	CCN(CC)c1nc(C)nc2c1cnn2CCc1ccccc1	1	-5	.	9	0	1	-1.7	71*	0	95
19	Clc1ccc(N2CCN(Cc3ccc(Br)o3)CC2)cc1	-3	6	2	-3	-1	-2	1.3	-3	-1	102
20	CCn1c(C)c(C)c2cc(C(=O)NCCN3CCCCCC3)ccc21	5	-8	-15	-1	-3	-14	1.1	-3	2	101
21	O=C(Nc1nccs1)c1ccc(COc2ccccc2Br)o1	1	1	.	19	0	-3	2.5	-6	12	98
22	Cc1nc(NC(=O)c2ccc([N+](=O)[O-])cc2Cl)sc1C(=O)N(C)C	2	-13	-5	15	-1	2	1.0	-3	2	107
23	Cn1cnc([N+](=O)[O-])c1NC(C)(C)C	10	-8	-1	3	2	1	-2.8	0	9	99
24	Cc1cccc(NCC(=O)N/N=C\c2c[nH]c3ccccc23)c1	-1	3	2	9	15	-3	-0.1	2	3	104
25	COc1ccccc1NC(=O)C(C)Sc1nc2ccccc2c(=O)n1CC1CCCO1 (stereo unspecified)	-5	-2	-6	8	1	0	-0.5	2	-1	98
26	COc1ccc(N2CCN(C(=O)Cc3nn(C)c(=O)c4ccccc34)CC2)cc1	10	-1	-10	2	0	6	-1.3	1	-2	87
27	CCCCOc1cccc(NC(=O)CSc2nncn2C)c1	-2	3	-2	2	1	1	1.2	-3	-1	85
28	CC1OC(C2CCCCC2)Cc2[nH]c(=S)[nH]c(=O)c21 (stereo unspecified)	.	-2	-5	.	.	7	.	11	.	102
29	CCC(C)NC(=O)Cn1nc(C(F)(F)F)c2c1CCC2 (stereo unspecified)	3	7	6	13	2	-1	2.4	-3	-6	101
30	CNC(=O)C1CCN(S(=O)(=O)c2c(C)noc2/C=C/c2cccc(C)c2)CC1	-8	-2	-2	6	-2	0	-2.0	-4	-4	102
31	C=CCn1c(=N)n(CC(=O)c2cccc([N+](=O)[O-])c2)c2ccccc21	-1	-8	-7	7	4	-4	-1.1	0	-18	94
32	CC(=O)c1ccc(NC(=O)CCS(=O)(=O)c2ccc3c(c2)n(C)c(=O)c(=O)n3C)cc1	.	5	.	3	-1	5	-0.6	0	-5	101
33	CN(C)CCN(Cc1ccccc1)C(=O)c1[nH]c(C(F)(F)F)nc1-c1ccccc1	.	3	-9	.	-1	-5	.	0	-3	93
34	COCCNC(=O)C1(C)CCN(C(=O)c2sccc2C)C1 (stereo unspecified)	1	3	2	0	2	-2	-2.2	1	-3	96
35	CCCNC(=O)CSc1ccc(S(=O)(=O)N2CCCC2)cn1	-1	2	-4	7	-1	1	-0.6	-13	4	99
36	CCN1CCN=C1Nc1ccccc1	-2	-7	-5	10	1	12	-0.8	4	8	99
37	COCCn1c(=S)[nH]c2cc(C(=O)NC(C)C)ccc2c1=O	-3	-2	-4	5	3	2	0.5	-1	4	97
38	CCCCn1c(SCC(=O)Nc2nnc(C)s2)nnc1-c1ccncc1	12	-2	-5	4	-1	0	-1.4	-2	18	100
39	CCCCCCN=C1CC(C)(C)CC(=O)/C1=C(/O)CCC	-9	2	-15	11	-1	5	0.3	-2	-8	100
40	O=C(CN1C(=O)S/C(=C\c2cccs2)C1=O)Nc1ccc(C(=O)O)c(O)c1	1	0	-6	6	2	-4	-1.8	3	-9	94
41	CC1Sc2ccc(S(=O)(=O)CCC(=O)Nc3ccc(C(C)C)cc3)cc2NC1=O (stereo unspecified)	2	7	-3	7	1	9	2.5	-1	0	99
42	CC(C)Sc1nc2ccccc2c(=O)[nH]1	-3	-1	-5	-1	0	2	-0.8	4	3	100
43	CC1CC(NC(=O)c2c(O)nc3ccccn3c2=O)CC(C)(C)C1 (stereo unspecified)	11	-11	-13	23	2	-7	0.2	-1	1	103
44	Cc1ccc(CN2C3=NCCCN3c3ccccc32)cc1	20	4	.	8	-3	-4	-0.6	-1	-3	96
45	Cc1ccc(S(=O)(=O)Nc2nc(C)c(C(=O)Nc3ccccc3)s2)cc1	2	0	-7	0	0	-1	-2.1	-2	1	100
46	CC(=O)c1ccc(OCCCC(=O)Nc2ccc(C)c(S(=O)(=O)N(C)C)c2)cc1	-3	-2	-8	8	5	1	1.3	-7	-7	99
47	CNc1cncc(-c2ccccc2NC(C)=O)n1	3	0	-7	6	2	1	0.0	1	7	99
48	N#Cc1cnn(Cc2ccccc2)c1N	3	-3	-5	7	1	-2	-1.8	1	14	100
49	COc1ccc(-c2cc(N3C(=O)Nc4ccccc4N3O)n[nH]2)c(OC)c1	10	0	26	-2	-4	-3	-2.3	1	-3	103
50	Cc1cc(=O)[nH]c(SCC(=O)Nc2cccc3ccccc23)c1C#N	-4	-1	-7	10	0	8	-1.4	2	-5	100
51	CCOC(=O)c1ccccc1NC(=O)Cn1c(=O)n(Cc2ccccc2)c(=O)c2c(C)c(C)sc21	-5	-5	-2	18	0	-3	-0.8	-3	2	98
52	FC(F)(F)c1cccc(CNC2CCN(Cc3ccccc3)CC2)c1	-3	7	-5	-2	0	-1	1.6	5	2	105
53	CCc1ccc(NC(=S)N(CCC(C)C)C2CCN(C(C)=O)CC2)cc1	5	1	-4	13	2	3	0.6	12	6	100
54	Cc1cc(=O)oc2c1c(C(F)(F)F)nn2-c1ccccc1	4	-7	-12	-2	3	0	8.0	-1	8	111
55	CC(C)(C)NC(=O)COc1ccc(CNc2ccc3[nH]c(=O)[nH]c3c2)cc1	1	11	-4	5	1	6	-1.8	0	20	100
56	CCc1nc2ccc(C(=O)Nc3cc(-c4ccccc4)ccc3OC)cn2c1N(CCN(C)C)CC1CC1	6	8	-10	8	-4	-9	-0.8	60*	-22	95
57	O=C(CN(C(=O)c1ccccc1Cl)N1C(=O)CCCC1=O)c1ccc(Cl)cc1	-2	0	-5	19	-1	0	1.6	0	-5	102
58	O=C(CC(Nc1ccc(F)cc1)c1ccccc1)c1ccccc1 (stereo unspecified)	-10	-8	-6	-2	1	-1	-0.8	5	8	100
59	CCN(CC)c1nc(-c2nn[nH]n2)nc(N(CC)CC)n1	-2	1	-3	4	-1	-6	-1.2	3	-2	90
60	COc1cc(CC(=O)OCC(=O)Nc2cc([N+](=O)[O-])ccc2F)cc(OC)c1OC	2	2	-5	28	1	0	-2.1	0	1	98
61	C=CCOc1ccc(/C=C/C(=O)OCC(=O)N(C)CC(=O)Nc2ccc(F)cc2)cc1	0	-6	-3	1	-1	-7	-0.5	-1	-10	89
62	O=C(Cc1cccs1)Nc1nc(-c2ccc(F)c(F)c2)cs1	5	-3	-7	7	-1	8	4.0	15	14	93
63	COc1cccc(-c2cnc3c(NC=O)cc(-c4ccncc4)cn23)c1	-8	14	-6	-25	1	-3	4.5	14	44	98
64	NC(=S)N/N=C/c1c(O)ccc2ccccc12	-2	17	-4	1	11	-5	2.6	42	57*	92
65	CC(C)c1ccc(S(=O)(=O)N2CCN(CC(O)CN3CCOCC3)CC2)cc1 (stereo unspecified)	9	2	-5	1	2	0	-1.2	-2	-6	96
66	N#C/C(=C\c1ccc([N+](=O)[O-])cc1)c1nc(C2CC2)cs1	0	-4	-17	-7	5	-4	3.3	6	0	104
67	CC(=O)c1ccc(NC(=O)C(C)OC(=O)c2ccc(NS(=O)(=O)c3ccc4[nH]c(=O)[nH]c4c3)cc2)cc1 (stereo unspecified)	0	-9	-3	-2	-1	-2	0.6	4	1	98
68	O=C(NCCc1ccccc1)c1ccc2c(c1)S(=O)(=O)N=C1CCCCCN12	-7	12	-6	-1	1	10	-1.7	4	-2	95
69	Cc1ccc(S(=O)(=O)CCC(=O)OCC(=O)NC(C)c2ccc(F)cc2)cc1 (stereo unspecified)	-10	0	-6	4	3	0	-2.6	0	7	86

Hits appear at their usual frequency; about 4.2% have a hit in one of these screens.
